Compound activity: PubChem BioAssay, several laboratories
TNAP inh noacc – human TNAP enzyme inhibitors, primary screen, biochemical, luminescent, no phosphate acceptor, uHTS. AID 1012, 2008. purified TNAP, CDP-star luminescence, 30 min. 200,000 tested, 0.26% active. inhibition, % at 20 µM. Alkaline phosphatase, tissue-nonspecific isozyme (Homo sapiens), P05186;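 active = tissue-nonspecific alkaline phosphatase inhibition above about 50% at 20 µM in the single-dose screen, limit read from the data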;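 also: 0% = DMSO negative control and 100% = EDTA positive control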
Target sequence (P05186 whole entry, looked up): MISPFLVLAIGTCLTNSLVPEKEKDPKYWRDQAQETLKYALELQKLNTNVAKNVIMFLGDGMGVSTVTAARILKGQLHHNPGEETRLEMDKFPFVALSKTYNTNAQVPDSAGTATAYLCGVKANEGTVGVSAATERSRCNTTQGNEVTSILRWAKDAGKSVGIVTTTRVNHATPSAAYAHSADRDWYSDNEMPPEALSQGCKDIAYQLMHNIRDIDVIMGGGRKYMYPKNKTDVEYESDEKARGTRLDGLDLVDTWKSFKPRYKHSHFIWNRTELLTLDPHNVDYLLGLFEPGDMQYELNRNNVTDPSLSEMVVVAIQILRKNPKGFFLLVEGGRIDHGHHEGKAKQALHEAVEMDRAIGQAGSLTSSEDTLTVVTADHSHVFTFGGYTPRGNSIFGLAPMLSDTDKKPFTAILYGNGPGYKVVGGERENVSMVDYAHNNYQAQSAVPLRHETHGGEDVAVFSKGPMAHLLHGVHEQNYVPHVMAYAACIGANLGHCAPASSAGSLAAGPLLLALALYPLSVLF
TNAP act hi DEA – TNAP activators at high phosphate acceptor level, primary screen, biochemical, luminescence, uHTS; Alkaline phosphatase, tissue-nonspecific isozyme (Homo sapiens), P05186; purified TNAP, CDP-star luminescence, 1 M DEA, 30 min; active compounds read high; 0 = EDTA background, 1 = DMSO-only activity; activation factor at 20 µM; 200,000 tested, under 10 active;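 active = activation factor at least 2 at 20 µM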
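Dosing: 20 µM single point. System: human TNAP. Amount: TNAP 1/800 final. Incubation: 30 min, room temperature. Read-out: TNAP activation factor scaled between EDTA and DMSO control wells. Signal: luminescence from CDP-star hydrolysis. Medium: 1 M DEA, pH 9.8, Mg2+, Zn2+. Control set: EDTA negative control, DMSO positive control.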
bIAP activator – bovine intestinal alkaline phosphatase activators, primary screen, biochemical, bovine IAP, CDP-star luminescence. alkaline phosphatase, intestinal [Bos taurus]. activation factor at 20 µM. purified bovine IAP, 30 min; active compounds read high; fold of DMSO-control signal, blank-subtracted. 200,000 tested, 0.17% active;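 active = activation factor of 2 or more at 20 µM, a signal rise over negative controls twice the positive control's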
L major viab – Leishmania major promastigote growth inhibition, primary screen; Leishmania major promastigotes, resazurin fluorescence viability; inhibition, % at 10 µM; 200,000 tested, 9% active; AID 1063, 2008; in the data active = inhibition above about 50%;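 also: promastigotes grown with compound for 44 hours at 28 °C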
APP 5UTR inh – inhibitors of APP translation via 5'UTR reporter, primary screen, APP 5'UTR luciferase, SH-SY5Y cells | SH-SY5Y APP 5'UTR-luciferase reporter, luminescence | inhibition, % at 2 µM | 190,000 tested, 0.82% active | AID 1285, 2008;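 active = inhibition above a set limit, derived from the sample mean plus 3 SD, cut at about 45% in these data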; also: values of inactives mirror those of a sister screen read the other way
TNAP inh hi DEA – human TNAP enzyme inhibitors, primary screen, biochemical, luminescent, high phosphate acceptor level, uHTS | Alkaline phosphatase, tissue-nonspecific isozyme (Homo sapiens), P05186 | purified TNAP, CDP-star luminescence, 1 M DEA | inhibition, % at 20 µM | 200,000 tested, 0.03% active | AID 1135, 2008;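 active = over 50% inhibition of tissue-nonspecific alkaline phosphatase at 20 µM in the single-dose screen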;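 also: plate controls were DMSO wells for no effect and EDTA-quenched wells as full inhibition for full effect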
RAM network inh – inhibitors of the yeast RAM network, primary screen, dse1pr::URA3 reporter, 5-FOA selection. S. cerevisiae dse1pr::URA3 reporter, 5-FOA growth OD615, 2 d; analog-sensitive cbk1-as2 kinase mutant strain. inhibition, % at 50 µM. 190,000 tested, 1.8% active;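 active = inhibition above a set limit, 3 SD over mean compound inhibition, cut at about 8.4% in these data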;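 also: 0% = DMSO-only wells with no growth and 100% = 10 µM 1-NA-PP1 full growth; inhibition rescues growth on 5-FOA so higher OD means more RAM inhibition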
FLuc inh counter – firefly luciferase enzyme inhibitors, primary screen, artefact control for luciferase-based inhibitor screens, biochemical, luminescence, ATPLite; 200,000 tested, 1.5% active; Luciferin 4-monooxygenase (Photinus pyralis), P08659; inhibition, % at 10 µM; 10 min;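 active = inhibition above about 50% when tested at 10 µM, limit read from the data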
Target sequence (P08659 whole entry, looked up): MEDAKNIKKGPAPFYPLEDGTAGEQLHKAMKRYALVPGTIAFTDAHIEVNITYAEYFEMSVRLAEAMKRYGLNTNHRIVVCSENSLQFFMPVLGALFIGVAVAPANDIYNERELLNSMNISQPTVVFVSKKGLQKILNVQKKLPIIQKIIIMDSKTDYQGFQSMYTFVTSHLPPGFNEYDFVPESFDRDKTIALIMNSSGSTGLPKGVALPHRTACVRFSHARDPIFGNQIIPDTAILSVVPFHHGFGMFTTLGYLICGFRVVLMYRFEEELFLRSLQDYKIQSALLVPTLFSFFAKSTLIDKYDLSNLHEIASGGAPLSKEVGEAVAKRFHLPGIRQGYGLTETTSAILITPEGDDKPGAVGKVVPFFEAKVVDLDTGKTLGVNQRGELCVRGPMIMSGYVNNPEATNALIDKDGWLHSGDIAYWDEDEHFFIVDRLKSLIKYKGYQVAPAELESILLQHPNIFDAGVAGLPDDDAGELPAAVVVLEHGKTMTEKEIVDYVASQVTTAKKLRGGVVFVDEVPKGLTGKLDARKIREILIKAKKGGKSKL
FLuc stim CS – FLuc activators, initial screening, artefact control for FLuc-dependent activation tests, biochemical, ATPlite luminescence. Luciferin 4-monooxygenase (Photinus pyralis), P08659. ATPlite luciferase biochemical, 10 min; 0 = ATP-free wells, 1 = DMSO control. activation factor at 10 µM. 200,000 tested, under 10 active. AID 1027, 2008;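 active = luciferase activation factor, scaled between plate controls, of at least 2 with compound at 10 µM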
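Assay system: Luciferase/luciferin reagent mix; Medium: PBS as buffer for the ATP substrate; Dosing: test compounds dosed from 2 mM stocks in 100% DMSO; Times: 10 min, room temperature; Signal: luminescence from luciferase reaction; Read-out: luciferase activation; Controls: No-ATP low control, compound-free enzyme-plus-ATP high control.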
bIAP inh – bovine intestinal alkaline phosphatase inhibitors, primary screen, selectivity assay for TNAP inhibitor project, biochemical, bovine IAP, CDP-star luminescence; purified bovine IAP, 30 min; 190,000 tested, under 10 active; AID 1019, 2008; inhibition, % at 20 µM;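 active = over 50% inhibition of intestinal alkaline phosphatase at 20 µM in the single-dose screen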
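test system = bovine IAP enzyme | medium = DEA buffer 100 mM, pH 9.8, with MgCl2 1.0 mM, ZnCl2 0.02 mM | detection = luminescence | dosing = single compound dose of 20 µM, 2% DMSO final | incubation = 30 min reaction at room temperature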
An asterisk follows results filed as active. An unsorted share of the library; overall some 13% were active at least once.

SMILES | TNAP inh noacc | TNAP act hi DEA | bIAP activator | L major viab | APP 5UTR inh | TNAP inh hi DEA | RAM network inh | FLuc inh counter | FLuc stim CS | bIAP inh
O=C(NNC1CC(c2ccccc2)=NN1C(=O)c1ccccc1)c1ccccc1 (stereo not given) | -9 | 1 | 1 | 9 | 16 | -2 | -0.9 | -1 | 1 | -4
COc1ccc(CCNC(=O)c2cnccn2)cc1 | -24 | 1.1 | 1 | -10 | -27 | -8 | 1.8 | 0 | 1 | 3
COc1ccc(NC(=O)C(NC(C)=O)C(=O)NCc2ccc(F)cc2)cc1 (stereo not given) | -8 | 1 | 1 | -7 | -5 | -2 | -0.1 | -8 | 1.1 | 2
Cc1cc(C)c(NC(=O)Cn2nnc(C(=O)NCc3ccco3)c2N)c(C)c1 | -18 | 1 | 1.1 | 2 | -3 | -4 | 2.0 | 1 | 1 | -5
CN=C(Nc1ccccc1)SC1CC(=O)N(c2ccc(C(=O)OC)cc2)C1=O (stereo not given) | -6 | 1 | 1 | 3 | -8 | -1 | 7.5 | 1 | 1 | 4
Cc1ccc(C)c(CN2C(=O)C(C)Oc3ccc(C)cc32)c1 (stereo not given) | -18 | 1.1 | 0.9 | -4 | -3 | -11 | 3.8 | -6 | 1.1 | 9
O=C(/C=C1\NC2(CCCC2)Cc2ccccc21)C(=O)N/N=C/c1ccccc1O | -72 | 0.8 | 0.8 | 99* | 67* | 21 | 1.2 | 0 | 1 | 15
Cc1cc(C)cc(NC(=O)CN(C)S(=O)(=O)c2cnc[nH]2)c1 | -6 | 1.1 | 1 | -7 | -19 | -6 | 0.2 | -6 | 1.1 | 0
O=C(CCc1nc2ccccc2s1)N1CCN(S(=O)(=O)c2cccs2)CC1 | -14 | 1 | 1.1 | -1 | -11 | -3 | 1.0 | 0 | 1 | -5
CC(=O)N1CCN(c2ccccc2NC(=O)COc2ccc(Br)cc2)CC1 | -4 | 1 | 1 | 26 | 17 | 2 | 3.8 | -8 | 1.1 | 1
CC#CCNCc1ccccc1 | -12 | 1.1 | 0.9 | 3 | -2 | -7 | 0.4 | -4 | 1 | 6
Cn1c(CCN2CCN(c3ccc(F)cc3)CC2)nc2cc(NC(=O)c3ccco3)ccc21 | -6 | 1 | 1 | 9 | -1 | -1 | 0.5 | 0 | 1 | -4
O=C(NCCc1cccc(Cl)c1)c1ccc(Cl)c([N+](=O)[O-])c1 | -10 | 1 | 1.3 | 1 | 2 | 2 | 2.0 | -3 | 1 | -30
CO/N=C/C1CCN(c2ncc(C(F)(F)F)cc2Cl)C1=O (stereo not given) | -8 | 1.1 | 1.1 | 0 | -15 | -6 | 0.4 | -2 | 1 | -7
CN(C)/C=C/C(=O)c1ccc(-n2cccc2)cc1 | -12 | 1 | 1.1 | -5 | -25 | -5 | 2.9 | 85* | 0.2 | -12

A stretch from further up, as a working copy:
SMILES | TNAP inh noacc | TNAP act hi DEA | bIAP activator | L major viab | APP 5UTR inh | TNAP inh hi DEA | RAM network inh | FLuc inh counter | FLuc stim CS | bIAP inh
COc1ccc(CCNC(=O)c2cnccn2)cc1 | -24 | 1.1 | 1 | -10 | -27 | -8 | 1.8 | 0 | 1 | 3
COc1ccc(NC(=O)C(NC(C)=O)C(=O)NCc2ccc(F)cc2)cc1 (stereo not given) | -8 | 1 | 1 | -7 | -5 | -2 | -0.1 | -8 | 1.1 | 2

More entries follow:
SMILES | TNAP inh noacc | TNAP act hi DEA | bIAP activator | L major viab | APP 5UTR inh | TNAP inh hi DEA | RAM network inh | FLuc inh counter | FLuc stim CS | bIAP inh
C=CCNC(=S)/C(=C(/[O-])c1ccc([N+](=O)[O-])cc1)[n+]1ccccc1 | -12 | 1 | 1.2 | -3 | -31 | -1 | 0.6 | -4 | 1 | -16
Cc1ccn2c(C(=O)CSc3ccccc3)c(C)nc2c1 | -9 | 1 | 0.8 | 9 | 4 | -5 | 1.0 | -4 | 1 | 20
CS(=O)(=O)N(CC(=O)NCc1ccccn1)c1ccc2c(c1)OCCO2 | -8 | 1 | 1.1 | -6 | -13 | -3 | 0.8 | -1 | 1 | -7
COC(=O)C1=NN(c2ccccc2)C2C(=O)N(c3ccccc3OC)C(=O)C12 (stereo not given) | -17 | 1 | 0.9 | -5 | -19 | -3 | 4.3 | -4 | 1 | 5
O=C(c1cccc(F)c1)n1nnc2ccccc21 | -6 | 1 | 0.9 | -6 | 2 | -4 | 3.0 | 4 | 1 | 8
CN(C)c1ccc(C(=O)/C=C/c2ccccc2)cc1 | 8 | 0.9 | 1 | -2 | -140 | 8 | 2.0 | 78* | 0.2 | 2
O=C(CSCc1cnn(-c2ccccc2)c1-n1cccc1)N1CCN(Cc2ccccc2)CC1 | 0 | 1.1 | 1.1 | 97* | 1 | -7 | 0.5 | -11 | 1.1 | -8
NC(=O)COC(=O)c1ccccc1OCc1ccccc1 | -13 | 1.1 | 1 | -2 | 14 | -6 | 0.4 | -5 | 1 | 5
Cc1cccc(NC(=O)c2cc([N+](=O)[O-])ccc2N2CCCCC2)n1 | -3 | 1 | 1 | 11 | -6 | 3 | -0.5 | -2 | 1 | -2
COC(=O)c1nn(-c2cccc(C)c2)c2nnc(Cc3ccccc3)c(=O)n12 | 0 | 1 | 0.7 | -3 | -5 | 0 | 1.0 | -7 | 1.1 | 26
O=c1c2ccccc2c(=O)n(Cc2ccccc2)n1Cc1ccccc1 | -1 | 1.1 | 1.3 | 7 | 12 | -5 | 6.3 | -7 | 1.1 | -28
O=C(/C=C/c1ccc(Br)o1)Nc1nccs1 | -7 | 1 | 1.2 | -8 | -70 | -1 | 1.6 | 21 | 0.8 | -23
O=C(NC1(C(=O)NC2CCCC2)CCCCC1)c1ccc2c(c1)OCO2 | -6 | 1 | 0.9 | 57* | 2 | 0 | 4.0 | -3 | 1 | 6
CCSc1ncc(C)cc1[N+](=O)[O-] | -9 | 1 | 1 | 37 | 8 | -3 | 2.3 | -3 | 1 | -3
O=C(Cn1cc(S(=O)(=O)N2CCN(c3ccccc3F)CC2)c2ccccc2c1=O)NCCCN1CCCCCC1 | -11 | 1.1 | 1.2 | 3 | 10 | -6 | 0.8 | -7 | 1.1 | -18
CC1(N2CCCCC2)CC2(O)C(=[N+]1[O-])CCC/C2=N\O (stereo not given) | 22 | 1 | 1.3 | 0 | -9 | -3 | 0.2 | -8 | 1.1 | -33
Cc1nn(C)cc1CN1CCCC(C(=O)c2ccc(-c3ccccc3)c(F)c2)C1 (stereo not given) | -11 | 1.1 | 1 | 97* | 8 | -8 | 0.9 | -8 | 1.1 | -2
O=P(c1ccc2c(c1)OCCO2)(N1CCOCC1)N1CCOCC1 | -12 | 1.1 | 0.9 | -6 | 4 | -6 | 1.8 | 0 | 1 | 9
CCN(CC)CCCN(Cc1cc2cc3c(cc2[nH]c1=O)OCCO3)C(=O)Nc1ccc(F)cc1 | -7 | 1 | 0.5 | 22 | 13 | -4 | 0.9 | 1 | 1 | 49
Cc1ccc(CSc2nnc(SCC(=O)N/N=C/c3c[nH]c4ccccc34)s2)cc1 | -10 | 1 | 0.9 | 3 | 36 | -3 | 3.1 | 3 | 1 | 12
CCCCOC(=O)Nc1cc(OC)c(Cl)cc1OC | -6 | 1 | 1 | -3 | 7 | 0 | -0.6 | -3 | 1 | -3
O=C(NCCNCc1ccc(F)cc1)c1ccco1 | -1 | 1.1 | 1 | 54* | -8 | -9 | -0.1 | -5 | 1.1 | 3
N#Cc1c(-c2ccccc2)nc(N2CCCCCC2)[nH]c1=O | -9 | 1 | 1 | -7 | -14 | -3 | 6.3 | -6 | 1.1 | 1
COc1cc(NC(=O)CSc2nc3[nH]ncc3c(=O)n2-c2ccccc2C)cc(OC)c1OC | -17 | 1 | 0.9 | -4 | -2 | -5 | 2.9 | -7 | 1.1 | 6
C=CCSC1=C(C#N)C(c2ccc(C(C)C)cc2)CC(=O)N1 (stereo not given) | -22 | 1.1 | 0.9 | 3 | 0 | -6 | 0.5 | -4 | 1 | 11
CCOC(=O)c1sc2nc(C)nc(SCC(=O)N(C)C3CCS(=O)(=O)C3)c2c1C (stereo not given) | -3 | 1 | 1.2 | 24 | -23 | 4 | 3.9 | 4 | 1 | -22
O=S(=O)(c1cccc2cccnc12)N1CCN(c2ccc(F)cc2)CC1 | -5 | 1 | 0.9 | -9 | -34 | -4 | 3.8 | -8 | 1.1 | 7
O=C(CSc1nnc(CNC(=O)c2ccco2)o1)Nc1nc2ccccc2s1 | -9 | 1 | 1 | -2 | 15 | 3 | 4.1 | -1 | 1 | 0
Cc1cc2cc(CN(CC3CCCO3)C(=O)c3cnccn3)c(=O)[nH]c2cc1C (stereo not given) | 6 | 1 | 1.1 | 11 | -17 | -3 | 1.2 | -6 | 1.1 | -9
CCC(=O)c1cc2c(cc1NC(=O)C(C)C)OCCO2 | 8 | 1 | 1 | 4 | -11 | -5 | 2.1 | -10 | 1.1 | 3
Nc1nc(SCc2ccc(Cl)c(Cl)c2)n[nH]1 | -8 | 1 | 1 | 1 | -7 | -3 | 1.2 | -3 | 1 | -4
Cc1ccc2c(c1)C1CN(C)CCC1N2C(=O)c1ccc(Cl)c(S(=O)(=O)N2CCOCC2)c1 (stereo not given) | -1 | 1 | 1 | 7 | 30 | -2 | 1.8 | -10 | 1.1 | -3
Cc1onc(-c2ccccc2)c1C(=O)OCC(=O)c1ccccc1 | -6 | 1 | 0.8 | -5 | 21 | 0 | 1.9 | -2 | 1 | 21
O=[N+]([O-])c1ccc(N2CCCCCC2)c([N+](=O)[O-])c1 | -1 | 0.9 | 0.8 | 4 | 9 | 6 | 2.0 | -4 | 1 | 16
COc1ccc(-n2c(=O)[nH]c3cc(C(=O)NCCc4ccc(Cl)cc4)ccc3c2=O)cc1OC | -3 | 1.1 | 1 | 14 | -14 | -5 | 2.7 | -7 | 1.1 | 0
CC(C)C1=NN(C(=O)c2ccccc2)C(O)(C(C)(C)C)C1 (stereo not given) | -11 | 1 | 1 | -4 | -16 | -3 | 0.5 | -5 | 1 | 5
N=c1n(CCOc2ccccc2)c2ccccc2n1CCN1CCOCC1 | -12 | 1 | 0.8 | 4 | -4 | -4 | -0.4 | -4 | 1 | 18
